Screening results deposited in PubChem by National Center for Advancing Translational Sciences (NCATS).
Pin1 inhibitor: qHTS Assay to Find Inhibitors of Pin1; hit rate 0.009% among 390,000; AID 504891, 2011; Potency, µM (titrated, usually from 115 µM), for inactives: at the top dose activity, negative = inhibition, most hits filed as inhibitors; Pin1 FP peptide displacement, HiFluor488, 10 min; active means well fitted inhibition curve with a large enough effect in the polarisation, with a control signal flat, not every such curve was filed as active; inconclusive means small, poorly fitted or top-dose-only effect, or effect the other way, or a change in a side signal; inactive means no such curve, though single readings can be large or run the other way; the % refers to the polarisation; further: potency means the concentration at half of the fitted maximal effect; on the % scale 0 is the no-effect control and ±100 the full control effect
Target sequence (Q13526 whole entry, looked up): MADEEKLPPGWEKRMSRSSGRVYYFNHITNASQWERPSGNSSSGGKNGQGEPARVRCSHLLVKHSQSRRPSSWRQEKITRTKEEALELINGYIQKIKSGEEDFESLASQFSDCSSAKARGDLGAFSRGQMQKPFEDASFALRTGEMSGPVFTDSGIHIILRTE
TRHR agonist: qHTS for Small Molecule Agonists and Allosteric Enhancers of Human TRH Receptor: Primary Screen for Agonists; Thyrotropin-releasing hormone receptor (Homo sapiens), P34981; TRHR cells, calcium flux fluo-8, FDSS agonist mode; activation, % at 2 µM; hit rate 0.18% among 360,000; AID 493084, 2011; in the data active means activation above about 30%; further: 0% is about no effect
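TRHR-expressing cells loaded with fluo-8 calcium dye; 23 nL library compound pin-transferred, kinetic FDSS fluorescence (Ex 480/Em 530) recorded about 180 s for agonist-induced calcium release, before a 10 nM TRH EC20 addition for potentiator mode.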
TRHR PAM: qHTS for Small Molecule Agonists and Allosteric Enhancers of Human TRH Receptor: Primary Screen for Enhancers. Thyrotropin-releasing hormone receptor (Homo sapiens), P34981. TRHR cells, fluo-8 calcium fluorescence, EC20 TRH enhancement. enhancement, % at 2 µM. hit rate 0.66% among 360,000. AID 493056, 2011; in the data active means enhancement above about 30%; further: 0% is about no effect
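Enhancer read-out: after compound pinning and an initial kinetic agonist-mode read, an EC20 of TRH (10 nM final) was injected and fluo-8 calcium signal (Ex 480/Em 530) followed at 1 s/cycle for 100 cycles in TRHR-expressing cells.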
USP1 inh: Inhibitors of USP1/UAF1: Primary Screen; Ubiquitin carboxyl-terminal hydrolase 1 (Homo sapiens), O94782; recombinant USP1/UAF1, Ub-Rhodamine cleavage fluorescence; Potency, µM (series often up to 57.1 µM), for the others: top-dose activity change, negative = inhibition, usual class: inhibitors; hit rate 0.23% among 390,000; AID 743255, 2014; further: potency means the concentration at half of the fitted maximal effect; on the % scale 0 is the no-effect control and ±100 the full control effect; nearly all actives have a fitted effect of over 60% in size; inactives centre near -12
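Step one: compound is pinned into 1nM USP1/UAF1 in HEPES pH 7.8 buffer with TCEP. Step two: 15 min room-temperature incubation. Step three: Ub-Rho (150nM final) starts cleavage, tracked by fluorescence over six one-minute reads.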
rTrxR1 inhibitor: qHTS Assay for Inhibitors of Mammalian Selenoprotein Thioredoxin Reductase 1 (TrxR1): qHTS. recombinant rTrxR1, NADPH fluorescence consumption, selenite substrate. Potency, µM (series often up to 114 µM), without a hit: top-dose activity change, negative = inhibition, hits mostly inhibitors. hit rate 1% among 390,000. AID 588453, 2011. Thioredoxin reductase 1, cytoplasmic (Rattus norvegicus), O89049; further: potency means the concentration at half of the fitted maximal effect; on the % scale 0 is the no-effect control and ±100 the full control effect; nearly all actives have a fitted effect of over 65% in size
Target sequence (O89049 whole entry, looked up): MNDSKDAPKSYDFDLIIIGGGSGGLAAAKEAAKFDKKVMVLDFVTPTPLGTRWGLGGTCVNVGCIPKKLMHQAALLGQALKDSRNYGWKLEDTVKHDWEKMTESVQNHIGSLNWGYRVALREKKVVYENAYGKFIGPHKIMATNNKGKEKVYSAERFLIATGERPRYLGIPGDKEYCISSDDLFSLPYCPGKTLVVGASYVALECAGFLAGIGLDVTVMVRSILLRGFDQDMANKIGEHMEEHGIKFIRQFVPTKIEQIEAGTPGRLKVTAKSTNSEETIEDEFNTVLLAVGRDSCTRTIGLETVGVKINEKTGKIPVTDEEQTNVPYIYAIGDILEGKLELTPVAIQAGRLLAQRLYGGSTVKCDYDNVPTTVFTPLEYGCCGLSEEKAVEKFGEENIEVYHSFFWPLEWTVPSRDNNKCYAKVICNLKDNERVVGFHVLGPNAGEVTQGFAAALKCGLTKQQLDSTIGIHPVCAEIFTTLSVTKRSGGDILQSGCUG
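Rat TrxR1 (90 nM in the dispensed reagent) was pre-reduced with 400 uM NADPH for 5 min at room temperature, then incubated with compound for 15 min. After 400 uM selenite was added, NADPH fluorescence (Ex 340/Em 450 nm) was followed for 8 min.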
IDH1 R132H inh: qHTS for Inhibitors of mutant isocitrate dehydrogenase 1 (IDH1): qHTS | AID 602179, 2012 | Isocitrate dehydrogenase [NADP] cytoplasmic (Homo sapiens), O75874 | hit rate 0.093% among 390,000 | IDH1-R132H enzyme, NADPH consumption, diaphorase/resazurin fluorescence | Potency, µM (top dose mostly 76.6 µM), for inactives: at the highest dose activity change, negative = inhibition, hits mostly inhibitors; further: potency means the concentration at half of the fitted maximal effect; on the % scale 0 is the no-effect control and ±100 the full control effect; nearly all actives have a fitted effect of over 65% in size
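IDH1-R132H (0.5 ug/mL dispensed) in pH 7.5 Tris buffer was preincubated 30 min with compound, then given a substrate mix of 0.016 mM NADPH and 2 mM alpha-KG for 80 min at room temperature; remaining NADPH was read by diaphorase/resazurin fluorescence.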
D2 antag: HTS Assay for Allosteric Antagonists of the Human D2 Dopamine Receptor: Primary Screen for Antagonists. inhibition, % at 10 µM. AID 485344, 2010. HEK293 TREx D2 cells, calcium flux, dopamine EC80. D(2) dopamine receptor (Homo sapiens), P14416. hit rate 2% among 340,000; in the data active means inhibition above about 30%; further: 0% is about no effect
Target sequence (P14416 whole entry, looked up): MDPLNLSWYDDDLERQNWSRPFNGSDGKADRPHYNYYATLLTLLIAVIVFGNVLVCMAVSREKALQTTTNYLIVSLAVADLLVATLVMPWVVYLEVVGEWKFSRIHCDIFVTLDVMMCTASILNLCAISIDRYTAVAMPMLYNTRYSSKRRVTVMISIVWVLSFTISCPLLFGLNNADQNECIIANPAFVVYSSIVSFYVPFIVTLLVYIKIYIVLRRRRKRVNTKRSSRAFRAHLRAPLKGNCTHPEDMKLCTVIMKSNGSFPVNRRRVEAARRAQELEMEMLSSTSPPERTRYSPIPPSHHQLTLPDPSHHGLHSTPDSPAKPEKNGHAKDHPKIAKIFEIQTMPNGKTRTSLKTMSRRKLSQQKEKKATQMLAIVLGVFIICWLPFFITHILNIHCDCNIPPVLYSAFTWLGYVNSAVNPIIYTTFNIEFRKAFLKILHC
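Tetracycline-induced HEK293 TREx cells expressing D2 receptor forced-coupled to calcium signalling, loaded with no-wash calcium dye. Compounds added and calcium flux read 180 s, then dopamine added at EC80 and read a further 180 s.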
TrxR1 substrate: qHTS Assay for Substrates of Mammalian Selenoprotein Thioredoxin Reductase 1 (TrxR1): qHTS; AID 588456, 2011; purified TrxR1 substrate turnover, NADPH consumption readout; Potency, µM (doses to about 114 µM), without a hit: at the top dose activity change, negative = substrate turnover; Thioredoxin reductase 1, cytoplasmic (Rattus norvegicus), O89049; hit rate 0.01% among 390,000; further: potency means the concentration at half of the fitted maximal effect; on the % scale 0 is the no-effect control and ±100 the full control effect; nearly all actives have a fitted effect of over 50% in size
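Rat TrxR1, dispensed at 90 nM, was prereduced with 400 uM NADPH (final) for 5 min at ~22 deg C, then incubated with compound 15 min before 400 uM selenite. A first-read NADPH fluorescence drop versus no-compound background flagged substrates.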
D2 ag: HTS Assay for Allosteric Agonists of the Human D2 Dopamine Receptor: Primary Screen for Agonists; D(2) dopamine receptor (Homo sapiens), P14416; AID 485358, 2010; hit rate 0.53% among 340,000; activation, % at 2 µM; HEK293 T-REx D2 cells, calcium flux agonist mode;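 active means activation over 3 SD above normal in the single-dose calcium agonist read, cut at about 30% in these data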; further: 0% is about no effect
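Tetracycline-induced HEK293 Trex cells with D2 receptor force-coupled to calcium signaling, plated overnight at 30 C and loaded with no-wash calcium dye. Calcium flux read kinetically for 180 s after compound addition; responses flag agonists.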
Numbers without * were called inactive; ? = inconclusive; . = not tested or not shown; [ ] = remark or other dose. Unless noted, the call rests on the fitted dose curve; in most records, active means well fitted inhibition curve with a large enough effect; inconclusive means small, poorly fitted or top-dose-only effect; inactive means no such curve, though single readings can be large or run the other way.

mol	Pin1 inhibitor	TRHR agonist	TRHR PAM	USP1 inh	rTrxR1 inhibitor	IDH1 R132H inh	D2 antag	TrxR1 substrate	D2 ag
O=C(CNC(=O)c1ccccc1O)N/N=C/c1ccccn1	-5.6%	-0.4	-5.5	-19.1%	28.5%	1.2%	13.4	6.3%	0.8
COc1ccc(OC)c(NC(=O)c2ccc(-c3cccs3)cc2)c1	10.8%	1.0	-2.4	-21.0%	-10.9%	1.6%	-3.2	2.2%	2.6
CS(=O)(=O)N(CC(=O)NCc1ccccc1Cl)c1cccc([N+](=O)[O-])c1	-2.9%	-0.9	21.1	-19.5%	4.3%[57.1 µM]	10.9%	4.0	7.5%	-2.3
C=CCOc1ccc(C=Nc2ccc(OC)cc2)c(O)c1	-5.2%	0.1	-1.8	?	5.2%[57.1 µM]	5.2%	-5.9	-0.8%[57.1 µM]	0.0
COCCNC(=O)C1CCN(C(=O)c2cc3sccc3n2Cc2ccc(F)cc2)CC1	-0.6%	1.7	0.3	-11.2%	8.3%	-0.3%	-1.3	4.7%	0.0
N#CC12CCCCC1CC1CCCCC1(C#N)N2N (stereo not given)	?	0.8	-7.9	-10.4%	5.4%[57.1 µM]	0.2%	-8.0	6.5%[57.1 µM]	-0.4
Cc1cc(NCc2ccccc2)nc(N2CCOCC2)n1	3.2%	0.0	-1.0	-6.5%	8.7%[57.1 µM]	-1.0%	-5.7	6.2%[57.1 µM]	0.1
Cc1cc(C)c(OCCCCN(C)C)c(Br)c1	-9.9%	0.4	0.8	-7.7%	7.9%[57.1 µM]	1.4%	-12.0	0.7%[57.1 µM]	1.7
CCN(C(=O)COC(=O)CCC(=O)c1ccc(Cl)cc1)c1c(N)n(Cc2ccccc2)c(=O)[nH]c1=O	1.0%	.	.	-6.4%	6.0%	-6.9%	.	-5.4%	.
CCCCCCc1ccc(OCC(=O)O)cc1OCC(=O)O	-17.7%	-0.3	1.3	0.2%	14.3%[57.1 µM]	8.5%	2.3	5.1%[57.1 µM]	-0.4
Cc1ccc(C(=O)NCC(c2ccc3c(c2)OCO3)N2CCN(C)CC2)cc1C (stereo not given)	-5.9%	0.4	3.8	-16.0%	29.6%[57.1 µM]	-12.5%	.	6.0%[57.1 µM]	1.9
CCOC(=O)Cn1nc(C)c(NC(=O)COc2ccc(Cl)cc2C)c1C	-1.2%	2.0	-2.5	-8.6%	?	.	.	-5.3%	0.4

3 entries out of the list, ordered by heavy-atom count, lowest first.
mol	Pin1 inhibitor	TRHR agonist	TRHR PAM	USP1 inh	rTrxR1 inhibitor	IDH1 R132H inh	D2 antag	TrxR1 substrate	D2 ag
Cc1cc(NCc2ccccc2)nc(N2CCOCC2)n1	3.2%	0.0	-1.0	-6.5%	8.7%[57.1 µM]	-1.0%	-5.7	6.2%[57.1 µM]	0.1
CCCCCCc1ccc(OCC(=O)O)cc1OCC(=O)O	-17.7%	-0.3	1.3	0.2%	14.3%[57.1 µM]	8.5%	2.3	5.1%[57.1 µM]	-0.4
COc1ccc(OC)c(NC(=O)c2ccc(-c3cccs3)cc2)c1	10.8%	1.0	-2.4	-21.0%	-10.9%	1.6%	-3.2	2.2%	2.6

Next entries
mol	Pin1 inhibitor	TRHR agonist	TRHR PAM	USP1 inh	rTrxR1 inhibitor	IDH1 R132H inh	D2 antag	TrxR1 substrate	D2 ag
COc1ccc(CCC(=O)Nc2nnc(C)s2)cc1	2.6%	.	.	3.5%	19.7%[57.1 µM]	12.2%	.	1.4%[57.1 µM]	.
COCCn1c(SCC(=O)NCc2ccco2)nc2cccnc21	-0.1%	0.0	3.7	-3.4%	-15.6%	1.0%	-2.8	6.9%[57.1 µM]	0.1
Cc1ccc(CNc2nc3ccc(C)cc3n3cnnc23)cc1	24.7%	0.9	15.8	?	12.4%	2.3%	-0.4	10.6%	1.9
CCn1c(C)cs/c1=N\S(=O)(=O)c1ccccc1	-9.3%	-0.5	-7.1	-17.8%	16.3%[57.1 µM]	-0.9%	0.6	6.0%[57.1 µM]	1.1
Cc1ccc(SCc2cc(=O)[nH]c(N3CCN(Cc4ccc5c(c4)OCO5)CC3)n2)cc1	0.3%	-0.2	3.2	-13.8%	12.7%[57.1 µM]	5.2%	13.9	6.8%	0.0
Cc1ccc(N2C(=O)[C@@H]3C(c4cccnc4)=NO[C@@H]3C2=O)c(C)c1	2.1%	0.1	0.3	-19.3%	12.7%	-20.0%	-1.1	-1.4%	-0.4
CC(C)(C)C1CCc2c(sc(NC(=O)c3ccco3)c2C(N)=O)C1 (stereo not given)	-0.2%	0.4	2.1	11.4%	-8.3%	-4.2%	2.0	96.7%[activator]	0.5
CC(C)OC(=O)c1ccc(NCc2cc(O)ccc2O)cc1Cl	-5.2%	.	.	-19.6%	?	3.1%	.	-8.3%	.
CC(=O)Nc1ccc(NC(=O)c2ccc(COc3ccccc3)cc2)cc1	0.3%	0.6	-0.2	2.4%	42.0%[activator]	4.2%	-7.3	3.5%	-1.9
CC(C)(CC1(C)NC(=O)NC1=O)OCc1ccccc1 (stereo not given)	-9.5%	.	.	-2.9%	-17.1%	-0.1%	.	-14.8%	.
CCSc1nc2ccc(OC)cc2cc1C#N	-3.2%	0.6	-5.8	-9.5%	14.5%	8.7%	6.7	12.4%	-1.4
Cc1cc(S(=O)(=O)NCCN2CCOCC2)c(C)s1	-1.8%	0.3	4.7	-16.6%	14.2%	2.1%	-5.1	6.7%	0.2
O=C(COC(=O)c1ccccc1SCC(=O)N1CCCC1)NC1CCCCC1	2.1%	-0.2	-5.3	-14.7%	21.0%[57.1 µM]	0.1%	6.4	9.3%[57.1 µM]	-0.4
CCSc1nnc(NC(=O)C(C)(C)C)s1	-7.1%	0.2	-7.8	-1.5%	4.6%	7.1%	-19.9	2.2%	-1.5
CC(OC(=O)c1cccs1)C(=O)NCc1ccco1 (stereo not given)	0.2%	-0.1	0.9	-2.3%	-8.8%[57.1 µM]	1.3%	9.0	4.4%[57.1 µM]	-0.1
O=C(c1cc(C2CC2)on1)N1CCN(c2ccc(F)cc2)CC1	-4.9%	-0.2	-7.0	-12.7%	-1.0%[57.1 µM]	-6.4%	-7.4	3.6%[57.1 µM]	0.7
O=C(OCc1c(F)cccc1Cl)c1cnc2ccccc2n1	-1.5%	-0.6	17.2	-6.2%	13.4%	-1.6%	27.8	-1.4%	-0.9
COc1ccc(N2CCN(C(=O)COC(=O)CNC(=O)c3ccc(Cl)cc3Cl)CC2)cc1	3.9%	-0.9	-5.3	-10.0%	6.1%	-0.2%	.	5.8%	.
COc1ccc(-c2cc3c(=O)n(CC(=O)Nc4ccc(Cl)cc4)ncn3n2)cc1	0.6%	0.4	7.6	-16.4%	18.8%	-10.6%	-13.9	9.9%	1.9
Cc1cccc(-c2nc3c(s2)CCc2onc(-c4ccc(Br)cc4)c2-3)c1	18.5%	0.2	5.6	-6.6%	43.8%	-2.4%	1.8	11.9%	-0.9
O=c1cc(CO)oc(C(Nc2ccccn2)c2ccccc2Cl)c1O (stereo not given)	-0.5%	0.7	15.8	-7.2%	-13.7%	-13.7%	-4.6	-5.8%	-0.5
CS(=O)(=O)N(CC(=O)N1CCCCCC1)c1cccc(Br)c1	15.8%	-0.3	1.3	-12.7%	7.7%	0.0%	14.9	1.0%	-0.5
COc1cc(F)ccc1S(=O)(=O)n1c(C)nc2ccccc21	4.1%	0.2	-1.3	-21.2%	17.3%	16.5%	7.9	-3.5%	-0.2
Cc1ccc(C2=NO[C@@](CC(=O)O)(C(=O)Nc3ccc4c(c3)OCCO4)C2)cc1	-1.2%	2.2	4.4	-18.0%	?	5.7%	-5.8	0.7%	1.1
Cn1c(=O)oc2cc(S(=O)(=O)N3CCN(c4ccccn4)CC3)ccc21	-0.3%	-0.5	-3.8	-5.5%	26.3%[57.1 µM]	-9.2%	-3.8	3.2%[57.1 µM]	-0.2
CCc1ccccc1OCC(=O)Nc1cccc(S(=O)(=O)NC2=NCCCCC2)c1	-1.7%	-0.6	3.5	-8.2%	17.0%	0.3%	.	-2.9%	.
CS(=O)(=O)N1c2cccc3cccc(c23)S1(=O)=O	-14.6%	-0.3	4.6	-23.8%	13.8%	0.0%	3.3	2.9%	-0.8
COc1ccc(CCC(=O)NCc2nc3cccnc3n2Cc2cccc(OC)c2)cc1	-6.0%	-0.2	2.2	6.0%	30.3%[57.1 µM]	-15.4%	.	1.4%[57.1 µM]	-1.3
CC(=O)NC(C)c1nc2ccccc2n1C(C)C (stereo not given)	-2.3%	0.3	-3.3	-4.3%	-2.2%[57.1 µM]	10.7%	5.6	8.6%[57.1 µM]	0.0
CC(=O)Nc1ccc(S(=O)(=O)N2CCN(Cc3cccs3)CC2)cc1	-8.2%	0.3	23.1	-8.3%	13.7%	3.0%	0.6	2.9%	-0.4

This is a subset, so the mix of outcomes need not match the whole.
